N370S GC – inhibitors or activators of N370S glucocerebrosidase for Gaucher disease. N370S GC spleen homogenate, 4MU-glucoside fluorescence. Potency, µM (top dose mostly 59.4 µM), without a hit: at the top dose activity change, negative = inhibition, most hits filed as inhibitors. AID 2101. 0.092% of 330,000 active;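 further: 0% = full enzyme activity and -100% = no enzyme basal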
FEN1 inhibitor – inhibitors of human flap endonuclease 1; P39748; Recombinant FEN1 flap cleavage, fluorescence, 15 min; Potency, µM (top dose mostly 114 µM), inactives show at the top dose activity change, negative = inhibition, actives largely listed as inhibitors; 0.35% of 390,000 active; AID 588795; further: nearly all actives have a fitted effect of over 65% in size
Target sequence (P39748 whole entry, looked up): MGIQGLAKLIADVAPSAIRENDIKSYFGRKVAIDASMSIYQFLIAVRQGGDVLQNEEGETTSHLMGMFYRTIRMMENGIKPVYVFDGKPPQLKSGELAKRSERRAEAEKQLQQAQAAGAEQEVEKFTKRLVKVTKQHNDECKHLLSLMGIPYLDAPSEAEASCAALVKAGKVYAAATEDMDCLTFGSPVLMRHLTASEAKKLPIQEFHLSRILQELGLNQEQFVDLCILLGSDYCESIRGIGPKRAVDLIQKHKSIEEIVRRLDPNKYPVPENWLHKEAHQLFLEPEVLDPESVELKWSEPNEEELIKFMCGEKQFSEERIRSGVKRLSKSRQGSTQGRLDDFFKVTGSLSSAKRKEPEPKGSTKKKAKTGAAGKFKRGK
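Steps: FEN1 (10 nM) dispensed; compound added by pin tool; 15 min at room temperature; substrate added to 50 nM final; reads at 0 min and 15 min; data normalized and fitted (four-parameter Hill).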
TDP1 block – blocks human tyrosyl-DNA phosphodiesterase 1. Q9NUW8. recombinant TDP1, AlphaScreen DNA substrate cleavage. Potency, µM (titrated, usually from 130 µM), for the others: at the top dose activity change, negative = inhibition, usual class: inhibitors. 0.28% of 350,000 active. AID 485290; further: nearly all actives have a fitted effect of over 40% in size
Target sequence (Q9NUW8 whole entry, looked up): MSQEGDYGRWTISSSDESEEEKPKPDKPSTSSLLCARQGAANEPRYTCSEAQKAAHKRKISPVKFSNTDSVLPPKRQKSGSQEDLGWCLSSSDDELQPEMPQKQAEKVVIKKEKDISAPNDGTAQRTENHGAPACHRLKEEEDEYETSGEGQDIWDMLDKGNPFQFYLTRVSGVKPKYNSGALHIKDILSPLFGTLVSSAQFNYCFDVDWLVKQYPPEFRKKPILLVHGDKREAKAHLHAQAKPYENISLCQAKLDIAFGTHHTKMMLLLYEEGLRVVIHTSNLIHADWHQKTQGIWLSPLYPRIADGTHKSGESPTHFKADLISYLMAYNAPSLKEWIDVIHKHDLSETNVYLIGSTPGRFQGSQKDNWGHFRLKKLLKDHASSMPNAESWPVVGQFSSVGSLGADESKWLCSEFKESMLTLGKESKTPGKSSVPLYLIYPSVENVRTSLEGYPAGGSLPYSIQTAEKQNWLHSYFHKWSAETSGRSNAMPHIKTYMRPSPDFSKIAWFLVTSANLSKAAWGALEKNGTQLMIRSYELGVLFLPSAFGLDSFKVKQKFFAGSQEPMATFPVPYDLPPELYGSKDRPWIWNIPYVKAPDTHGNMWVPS
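Signal: AlphaScreen proximity between streptavidin donor and anti-FITC acceptor beads on intact substrate. Reaction: Tdp1 1 nM, substrate 15 nM final, 5 min RT after 15 min compound preincubation.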
Numbers without * were called inactive; ? = inconclusive; . = no result given; [ ] = remark or other dose. The call rests on the fitted dose curve; in most records, active means well fitted curve in the direction sought with a large enough effect; inconclusive means small, poorly fitted or top-dose-only effect, or another doubt; inactive means no such curve, though single readings can be large; an effect the other way counts as inactive or inconclusive. Unless noted, on the % scale 0 is the no-effect control and ±100 the full control effect; potency means the concentration at half of the fitted maximal effect.

| smiles | N370S GC | FEN1 inhibitor | TDP1 block |
| --- | --- | --- | --- |
| O=C(CN(C(=O)CCC(=O)Nc1nccs1)c1ccc2c(c1)OCCO2)NCc1ccco1 | 3% | -13% | 0% |
| Cc1cc(C)c(S(=O)(=O)NCCCn2ccnc2)cc1C | -9% | -4% | . |
| O=C(NCc1nnc(SCC(=O)N2CCCc3ccccc32)o1)c1ccco1 | 9% | -5% | 0% |
| Cc1ccnc(NC(=O)c2ccc(S(=O)(=O)N3CCCCCC3)cc2)c1 | 0% | -2% | 3% |
| Cc1csc(NC(=O)CSc2nc3ccccc3s2)n1 | 5% | -10% | 3% |
| Cc1cccc(NC(=O)CCS(=O)(=O)c2ccccc2)n1 | -17% | -3% | -4% |
| CSc1ccccc1C(=O)NC(C)c1ccc(-n2ccnc2)cc1 (stereo not given) | 5% | 15% | 7% |
| O=C(CSc1nccc(=O)[nH]1)N1CCOCC1 | -4% | -8% | 4%[56.1 µM] |

4 entries already listed, arranged by length of the SMILES, descending.
| smiles | N370S GC | FEN1 inhibitor | TDP1 block |
| --- | --- | --- | --- |
| O=C(NCc1nnc(SCC(=O)N2CCCc3ccccc32)o1)c1ccco1 | 9% | -5% | 0% |
| CSc1ccccc1C(=O)NC(C)c1ccc(-n2ccnc2)cc1 (stereo not given) | 5% | 15% | 7% |
| Cc1cc(C)c(S(=O)(=O)NCCCn2ccnc2)cc1C | -9% | -4% | . |
| Cc1csc(NC(=O)CSc2nc3ccccc3s2)n1 | 5% | -10% | 3% |

Other entries:
| smiles | N370S GC | FEN1 inhibitor | TDP1 block |
| --- | --- | --- | --- |
| CCN(CCCNC(=O)c1cc2cc3ccc(OC)cc3nc2s1)c1ccccc1 | 6% | 6% | . |
| Cc1oc(-c2ccccc2F)nc1CS(=O)(=O)CC(=O)N1CCN(c2ccc(Cl)cc2)CC1 | . | -5% | 6% |
| CCOC(=O)Cn1nc(-c2ccccc2)c2ccccc2c1=O | 0% | -9% | 0% |
| C=CCOc1ccc(/C=N/NC(=O)C(C)Sc2ccccn2)cc1OCC (stereo not given) | 15% | -3% | 7% |
| CCc1ccc([C@H]2C(C(=O)O)=C[C@@H](CC3CCCC3)N2S(=O)(=O)c2ccc(C)cc2)cc1 | . | 0% | 0% |
| CC(Oc1ccc(Br)cc1)C(=O)Nc1nnc(C2CC2)s1 (stereo not given) | -7% | -1% | . |
| Cc1nnc(SCCC#N)n(CCC#N)c1=O | 2% | 2% | 1% |
| c1csc(-c2csc3ncnc(NCCCN4CCOCC4)c23)c1 | -9% | 11% | 3% |
| CC(C)CC(=O)NC(=S)Nc1ccccn1 | 0% | 0% | 6% |
| Oc1ccc(Cl)cc1CNc1cnc2ccccc2c1 | 23% | 3% | 4% |
| O=C1[C@@H]2Cc3c([nH]c4ccccc34)CN2C(=O)CN1CCCO | -6% | -4% | . |
| COC(=O)COC(=O)c1ccccc1NC(=O)c1ccccc1 | 8% | 11% | 11% |
| CC(C(=O)Nc1ccc(O)cc1C(=O)O)N1C(=O)/C(=C\c2cccs2)SC1=S (stereo not given) | 0% | -24% | 6% |
| CSc1nnc(-c2ccc(Br)s2)n1C | -5% | 11% | -3% |
| COc1cc(C(=O)Sc2ccc(Cl)cc2)cc(OC)c1OC | 2% | -10% | -4% |
| C=CCn1c(CNC(=O)c2ccccc2F)nnc1SCC(=O)NC(C)c1ccccc1 (stereo not given) | 6% | 6% | 3% |
| O=C(NS(=O)(=O)Nc1ccc(Cl)cc1)c1c[nH]c2ccccc12 | -1% | -6% | 2% |
| COC(=O)C(C)NC(=O)C1CCCN1S(=O)(=O)c1cc(C)c(Cl)cc1C (stereo not given) | 8%[2.35 µM] | -1% | 4% |
| CCCN(CCC)CCCNC(=S)Nc1ccc2nc(N3CCN(CC)CC3)cc(C)c2c1 | -13% | 13% | 7% |
| COCCCNC(=S)NNC(=O)c1ccccc1Br | 8% | -2% | 5% |
| Cc1ccc(C(=O)Nc2cc(-c3nc4cc(Cl)ccc4o3)ccc2C)c(C)c1 | . | 13% | 5% |
| Cc1ccc(-c2cc(C(=O)N3CCN(c4ccc(O)cc4)CC3)c3ccccc3n2)cc1 | . | -25% | 9% |
| Nc1nc(-c2ccc3ccccc3c2)c(C2(O)C(=O)Nc3c(Br)cc(F)cc32)s1 (stereo not given) | 14% | 8% | 0% |
| O=C(NCCc1ccccc1)c1coc(=O)c(Br)c1 | 0% | 1% | . |
| CC(C)CC(C(=O)NC1CCCCC1)N(Cc1cccs1)C(=O)c1snc(C(N)=O)c1N (stereo not given) | -4% | -8% | 5% |
| CCc1ccccc1Nc1nn2c(=O)c3ccc(C(=O)NC(C)C)cc3nc2s1 | . | -4% | 0% |
| CCCCCNc1nc(N2CCCC2)c2c(c1C#N)CCN(C)C2 | -9% | 4% | 8% |
| O=C(CCN1CCOCC1)NCC1COc2ccccc2O1 (stereo not given) | -16% | 9% | -8% |
| O=C(NCCCN1CCOCC1)c1ccco1 | -17% | 1% | -1% |
| Cc1ccc(NC(=O)c2ccc(CN3CC(=O)N4CCCCC4C3=O)cc2)cc1 (stereo not given) | . | -3% | 4% |
| CC(NC(=O)CSc1nc2sc3c(c2c(=O)n1-c1ccccc1)CCCC3)c1ccccc1 (stereo not given) | ? | 13% | -5% |
| CC(C)CNC1CCS(=O)(=O)C1 (stereo not given) | 7% | 1% | . |

Three compounds picked at random from the list so far, as already listed:
| smiles | N370S GC | FEN1 inhibitor | TDP1 block |
| --- | --- | --- | --- |
| O=C(NCCCN1CCOCC1)c1ccco1 | -17% | 1% | -1% |
| CC(C)CNC1CCS(=O)(=O)C1 (stereo not given) | 7% | 1% | . |
| CCc1ccccc1Nc1nn2c(=O)c3ccc(C(=O)NC(C)C)cc3nc2s1 | . | -4% | 0% |

Going on with the list.
| smiles | N370S GC | FEN1 inhibitor | TDP1 block |
| --- | --- | --- | --- |
| CC1(C)CC(=O)c2sc(NC(=O)C(C)(C)C)nc2C1 | 10% | 13% | 4% |
| CS(=O)(=O)N(CC(=O)N1CCN(c2ccc(F)cc2)CC1)c1cccc(Cl)c1 | 1% | -4% | -2% |
| O=C(Cn1cnc2ccccc21)OCC(=O)N1CCCc2ccccc21 | -1% | -1% | 2% |
| O=C(NCCCCNC(=O)c1ccco1)c1ccco1 | 9% | -4% | -2% |
| CC(C)OC(=O)C1C2C=CC3(CN(Cc4cccs4)C(=O)C13)O2 (stereo not given) | 4% | 3% | -4% |
| C=CCNC(=S)Nc1sc2c(c1C(=O)OCC)CCN(C(=O)OCC)C2 | 4% | -1% | 8% |
| Cc1ccc(C)c(OCC(=O)OCC(=O)Nc2c(C)nn(-c3ccccc3)c2C)c1 | 0% | 10% | -10% |
| COC(=O)c1ccc(Cl)cc1NC(=O)N1CC=C(c2c[nH]c3ccccc23)CC1 | . | -19% | 6% |
| O=C(C(Cc1ccccc1)n1cccc1)N1CCN(Cc2ccccc2)CC1 (stereo not given) | -13% | 13% | 9% |
| CC1=C(C(=O)Nc2ccccc2)C(c2cccnc2)n2nc(SCc3ccccc3F)nc2N1 (stereo not given) | . | 17% | -3% |
| CCCCC(=O)Nc1cccc(NC(=O)c2ccccc2Br)c1 | 7% | 5% | 6% |
| O=C(CSCc1ccc(Cl)cc1)Nc1ccccc1C(=O)N1CCOCC1 | 2% | 2% | -1% |
| Cc1ccc(CSCCNC(=O)CN(c2cccc([N+](=O)[O-])c2)S(C)(=O)=O)cc1 | 14% | -16% | -1% |
| C=CCNC(=O)NC(=O)COC(=O)/C(C#N)=C/c1ccc(OC)cc1 | 1% | 7% | 3% |
| Cc1ccc2c(c1)-c1c(cnn1CC(=O)N1CCN(c3cc(Cl)ccc3C)CC1)CO2 | . | 0% | 0% |
| CCCN1C(=O)c2[nH]nc(-c3ccc(F)cc3)c2C1c1ccc(O)c(OCC)c1 (stereo not given) | . | -1% | 0% |
| CCCCCCCCC#Cc1nc(C)ccc1OC | 9%[89.1 µM] | -3% | -17%[56.1 µM] |
| O=C(NCCN1CCCCC1)c1cccc2c1C(=O)c1ccc(N3CCCC3)cc1S2(=O)=O | . | -2% | 4% |
| CC(=O)Nc1ccc(/C=C2/Sc3ccccc3C2=O)cc1 | 1% | 13% | -1% |
| O=C(Nc1cc(Cl)ccc1N1CCOCC1)c1ccc(Br)o1 | -10% | 8% | 11% |
| CC1CCc2c(sc3ncnc(SCC(=O)N(C)C4CCS(=O)(=O)C4)c23)C1 (stereo not given) | . | 5% | 1% |
| O=C(CNC(=S)N(CCCN1CCOCC1)Cc1cccs1)NCCCN1CCOCC1 | -10% | -2% | -1% |
| CCN(CC)S(=O)(=O)c1cc(OC)ccc1N=Nc1ccc(O)c2ncccc12 | 0% | 3% | . |
| CCCc1[nH]nc2c1C(CCc1ccccc1)C(C#N)=C(N)O2 (stereo not given) | 4% | -6% | 8% |
| COc1cc(/C=N/N2C(=O)CSC2=S)ccc1O | -23% | ? | -10% |
| Cn1c(=O)n(C)c2cc([N+](=O)[O-])c(N3CCN(C(=O)c4ccccc4Br)CC3)cc21 | -17% | -19% | 5% |
| CN(CC(=O)Nc1ccc(N2CCOCC2)cc1)CC(=O)Nc1ccc(Cl)cc1[N+](=O)[O-] | 5% | -4% | -1% |
| COCCNC(=O)CN1C(=O)NC2(CCCc3ccccc32)C1=O (stereo not given) | -2% | 14% | . |
| CN1CCN(S(=O)(=O)c2ccc(NC(=O)COc3ccccc3)cc2)CC1 | -14% | 23% | 3% |
| CCOC(=O)c1c(C)[nH]c(C)c1C(=O)CSc1nc2ccccc2n1CCOC | 5% | 9% | -3% |
| O=C(C1CCN(S(=O)(=O)Cc2ccccc2)CC1)N1CCN(c2cccc(Cl)c2)CC1 | . | 0% | 9% |
| O=C(CNCc1cccc2ccccc12)Nc1ccccc1[N+](=O)[O-] | -4% | -12% | 3% |
| Cc1cc(=O)oc2cc(OCC(=O)N3CC[C@@]4(O)CCCC[C@H]4C3)ccc12 | -17% | 4% | . |
| Cc1ccc(CNC(=O)C2CCN(c3nn4c(=O)cc(C)nc4s3)CC2)cc1 | -16% | -6% | 0% |
| C/C(CC(=O)Nc1c(C)cc(C)cc1C)=N\NC(=O)OC(C)(C)C | 15% | -1% | 5% |
| CCOC(=O)C1CCCN(c2c(NCCC(C)C)c(=O)c2=O)C1 (stereo not given) | -2% | -10% | . |
| CC(C)N(Cc1nc(-c2ccccc2)no1)C(=O)CCCN1C(=O)c2ccccc2C1=O | -9% | -7% | 4% |
| Cc1c(CC(=O)O)c(=O)oc2c(C)c3occ(-c4ccc(Br)cc4)c3cc12 | -15% | ? | . |
| COc1ccc(CC(=O)NC(=S)NNC(=O)COc2c(C)cccc2C)cc1 | 2% | -2% | 5% |
| CC1=NN(c2ccccc2)C(=O)/C1=C\C=C1\N(C)c2ccccc2C1(C)C | -9% | -14% | -11% |
| Cc1cccc(C(=O)N(NC(=O)Oc2ccccc2)C(C)(C)C)c1 | 4% | -3% | 5% |
| Cc1nnc(SCC(=O)N2c3ccccc3CC2C)s1 (stereo not given) | 6% | -3% | -1% |
| COc1ccc(OC)c(CCNC(=O)CS(=O)(=O)Cc2nc(-c3ccc(C)cc3)oc2C)c1 | 0% | -11% | 9% |
| O=c1cc(CSc2ccccc2)nc(-c2ccccc2)[nH]1 | 11% | -7% | 0% |
| CC(C)(C)c1ccc(NC(=O)COC(=O)c2ccc(NS(=O)(=O)c3ccc(F)c(F)c3)cc2)cc1 | 0% | -18% | -1% |
| COc1ccc(NC(=O)CN(C)C(=O)c2csc3c2CCCC3)cc1 | -4% | 7% | . |
| CC(=O)c1cccc(NC(=O)CCN2C(=O)C3C4CCC(C4)C3C2=O)c1 (stereo not given) | 5% | -3% | 1% |
| O=C(NCCOC(=O)c1ccc(Cl)cc1)c1cccnc1 | -9% | 18% | 0% |
| CCOC(=O)c1sc(=NC(=O)c2ccccc2)n(C)c1C | 4% | 3% | -2% |
| O=C(Cn1nnc(N2CCCCC2)n1)c1ccc(Cl)c(Cl)c1 | 4% | 10% | . |
| CN(CC(=O)Nc1ccccc1C(F)(F)F)C(=O)c1cc2c(s1)CCCCC2 | 6% | -3% | 0% |
| CCCCCCCCCCCCCCCCCCNC(=O)OCC(COP(=O)([O-])OCC[n+]1ccsc1)OC (stereo not given) | 10% | . | 6%[56.1 µM] |
| CCOC(=O)C1CCN(C(=S)Nc2ccc(CC)cc2)CC1 | 5% | -1% | 5% |
| O=S(=O)(c1ccc(N=C2NN=C(c3cc(F)ccc3F)CS2)cc1)N1CCOCC1 | 11% | 4% | 8% |
| Cc1ccc(N(C)S(=O)(=O)c2cccc(C(=O)Oc3ccc4c(C)cc(=O)oc4c3)c2)cc1 | ? | 10% | 0% |
| COc1cc2c(cc1OC)CN(C(=O)CSc1ccc(F)cc1)CC2 | . | 18% | 0% |
| CSc1ccccc1NC(=O)Nc1cccc(Cl)c1C | 1% | 19% | 0% |

Source: PubChem BioAssay

The order is random, and some 0.57% of all compounds hit somewhere here.
